Screening data as filed in PubChem.
AMA1-RON2 inh: inhibitors of Plasmodium falciparum AMA1-RON2 interaction | AlphaScreen AMA1-biotinylated RON2 peptide binding | Potency, µM (titrated, usually from 58.2 µM), for the others: top-dose activity change, negative = inhibition, most hits filed as inhibitors | actives 0.2% (n = 360,000);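 note: potency is the fitted concentration of half-maximal effect; 0% = vehicle wells and -100% = peptide control; nearly all actives have a fitted effect of over 45% in size; some results filed as inactive show a strong effect at the top dose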
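AMA1 (3D7) with his tag at 25 nM final met compounds first, then biotinylated RON2 peptide at 25 nM; detection used donor plus acceptor beads, 10 µg/mL apiece, read by AlphaScreen after 30 min at room temperature.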
CHX counter: counter-screen for Shiga toxin inhibitors: cycloheximide protein synthesis inhibition; max response, %; cell reporter, cycloheximide protein synthesis inhibition counterscreen; actives 12% (n = 300,000); in the data active = max response mostly above about 13%, no sharp cut-off; inactive = mostly below about 14%; note: read at 38.3 µM for the half of the compounds with a filed dose; 0% is about no effect
Tb PYK inh: blocks Trypanosoma brucei pyruvate kinase | Q57TT1 | TbPYK enzyme, Kinase-Glo Plus ATP luminescence, 45 min | Potency, µM (doses to about 76.8 µM), inactives show top-dose activity, negative = inhibition, actives largely listed as inhibitors | actives 0.12% (n = 410,000); note: potency is the fitted concentration of half-maximal effect; % is set by controls: 0 for no effect and ±100 for the full control effect; nearly all actives have a fitted effect of over 50% in size
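ADP (130 uM final) triggers the TbPYK reaction after compound addition; incubation is 45 min at room temperature. Kinase-Glo Plus is then added and luminescence imaged. Normalized data are fitted to concentration-effect curves.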
Shiga toxin inh: Shiga toxin inhibition. Vero cells, Shiga toxin protein synthesis inhibition reporter. inhibition, % at 38.7 µM. AID 2315. actives 9.2% (n = 290,000); in the data active = inhibition mostly above about 28%, no sharp cut-off; inactive = mostly below about 43%; note: 0% is about no effect
Pf growth 48h: inhibits P. falciparum growth in the first generation, 48 h; Potency, µM (top dose mostly 28.7 µM), without a hit: top-dose activity change, negative = inhibition, actives largely listed as inhibitors; AID 504832; P. falciparum luciferase growth in erythrocytes, 48 h; actives 5.9% (n = 310,000); note: potency is the fitted concentration of half-maximal effect; % is set by controls: 0 for no effect and ±100 for the full control effect
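Cell-based growth assay: transgenic P. falciparum expressing firefly luciferase, cultured in red cells within RPMI 1640 containing 0.5% w/v Albumax, 24 mM bicarbonate and gentamycin. A drop in luciferase activity indicates inhibition.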
LmPK inh: inhibitors of Leishmania mexicana pyruvate kinase; Q27686; purified LmPK, Kinase-Glo ATP luminescence, 1 h; Potency, µM (series often up to 57.5 µM), without a hit: top-dose activity change, negative = inhibition, actives largely listed as inhibitors; actives 0.37% (n = 290,000); note: potency is the fitted concentration of half-maximal effect; % is set by controls: 0 for no effect and ±100 for the full control effect
Target sequence (Q27686 whole entry, looked up): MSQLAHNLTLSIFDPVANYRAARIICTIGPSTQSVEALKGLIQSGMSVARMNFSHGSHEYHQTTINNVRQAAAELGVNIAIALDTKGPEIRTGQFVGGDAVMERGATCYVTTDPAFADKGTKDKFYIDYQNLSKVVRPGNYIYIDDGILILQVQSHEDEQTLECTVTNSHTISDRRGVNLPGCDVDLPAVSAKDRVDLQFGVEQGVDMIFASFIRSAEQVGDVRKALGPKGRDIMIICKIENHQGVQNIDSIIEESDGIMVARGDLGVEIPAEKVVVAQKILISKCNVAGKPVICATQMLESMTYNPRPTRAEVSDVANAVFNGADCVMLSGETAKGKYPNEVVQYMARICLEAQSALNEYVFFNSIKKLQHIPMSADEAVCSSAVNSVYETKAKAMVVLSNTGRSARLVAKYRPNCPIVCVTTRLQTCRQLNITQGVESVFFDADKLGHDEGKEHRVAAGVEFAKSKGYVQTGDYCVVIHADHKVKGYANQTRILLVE
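Pyruvate kinase activity monitored as ATP production (luciferase luminescence). Conditions: 0.1 nM enzyme, 0.5 mM PEP, 0.1 mM ADP, 1 h, RT; normalized against uninhibited and no-enzyme wells.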
Pf growth 96h: inhibits malaria parasite growth, 96 h | actives 6.9% (n = 320,000) | P. falciparum luciferase reporter growth, 96 h | Potency, µM (doses to about 28.7 µM), for the others: top-dose activity change, negative = inhibition, hits mostly inhibitors | AID 504834; note: potency is the fitted concentration of half-maximal effect; % is set by controls: 0 for no effect and ±100 for the full control effect
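P. falciparum expressing integrated firefly luciferase grown in erythrocytes (2% hematocrit, 0.05% parasitemia final) with compounds for 96 hours at 37 C, 5% CO2. Growth inhibition read as loss of luminescence after adding luciferase detection reagent.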
* marks the source's active call; other numbers are inactive results; ? = inconclusive; . = not tested or not shown; & = joins results of further samples; [ ] = another dose, or the depositor's remark. Unless noted, calls come from the whole dose curve; as a rule, active = well fitted curve in the direction sought with a large enough effect; inconclusive = small, poorly fitted or top-dose-only effect, or another doubt; inactive = no such curve, though single readings can be large; an effect the other way counts as inactive or inconclusive. The order is random, and some 21% of all compounds hit somewhere here.

SMILES	AMA1-RON2 inh	CHX counter	Tb PYK inh	Shiga toxin inh	Pf growth 48h	LmPK inh	Pf growth 96h
CCOc1ccccc1C1NC(=O)NC(C)=C1C(=O)OC1CCCC1C (centres undefined)	2%	-3	-2%	-17	?	3%	?
Cc1cc(C)c(C#N)c(SCc2[nH]nc3c2C(c2ccc(F)cc2)C(C#N)=C(N)O3)n1 (centres undefined)	-3%	-1	1%	13	?	7%	-27%
CCC(=O)c1ccc(N2CCN(C(=O)c3cccs3)CC2)c(F)c1	7%	21*	0%	22	-4%	-1%	?
Cc1ccc(/C=N/NC(=O)c2ccc(-n3cccc3)cc2)o1	24%	9	0%	-2	-8%	-1%	?
O/N=C/c1ccc2cccc(OCc3ccccc3)c2n1	0%	-1	2%	-5	9%	4%	-1%
O=C(NCC1CCCCC1)c1ccc(Cl)nc1	4%	-9	-3%	-8	-11%	0%	-3%
Cc1ccc(-n2ncc3c(=O)n(CC#N)cnc32)cc1C	-17%	65*	4%	40	51%[activator]	-2%	?
COC(=O)c1ccccc1NC(=O)Cn1c(=O)oc2ccc(Cl)cc21	14%	-3	1%	-3	.	11%	4%
CCOC(=O)c1c(-n2cccc2)sc2c1CCCC2=O	-10%	5	-10%	8	5%	1%	2%
O=C(Nc1ccc(O)c(C(=O)O)c1)c1ccc2c(c1)C(=O)N(CC1CCCO1)C2=O (centres undefined)	2%	-2	-8%	-8	18%	-9%	-13%
Cn1cnnc1SCC(=O)NNC(=O)COc1ccc(Cl)cc1	113%[activator]	-7	-6%	23	7%	-1%	0%
Cc1sc(NC(=O)CSc2nnc(COc3ccc(Cl)cc3)n2C)c(C#N)c1C	20%	-3	-5%	-4	29%	-3%	59%[activator]
Cc1ccc(CNC(=O)Cn2nnc(C(=O)Nc3cc(C)ccc3C)c2N)cc1	-7%	9	-7%	4	0%	0%	6%
CCOC(=O)c1cccc(-n2c(-c3ccc(OC)cc3)nc3nc4ccccc4nc32)c1	.	-1	.	-9	-3%	1%	?
Cc1cccc(NC(=O)c2cccc(C(=O)Nc3cccc(C)c3C)n2)c1C	13%	-3	-2%	.	29%	-1%	6%
CCOC(=O)c1nnn(-c2nonc2N)c1CN1CCCCCC1	31%[activator]	-1	-5%	-2	26%	-3%	.
CCCC(=O)Nc1cccc(-c2cn3cccnc3n2)c1	12%	23*	1%&2%	37	23%	7%	?
CC(C(=O)N1c2ccccc2Sc2ccccc21)n1nnc(-c2cccs2)n1 (centres undefined)	0%	29	5%	7	?	-1%	.
COc1ccc(NC(=O)C2=C(C)C(=O)OC23CCC(C)CC3)cc1Cl (centres undefined)	1%	11	0%	5	.	5%	44%[activator]
CCOc1cc(-c2cc(-c3ccc(C)o3)nc(N)c2C#N)ccc1O	10%	1	7%	-15	?	14%	.
Fc1cc(F)c2nc(Nc3nc4cc5c(cc4s3)OCO5)sc2c1	39%[activator]	21*	-12%	26	42%[activator]	-1%	102%[activator]
CC(NC(=O)[C@H](C)N1C(=O)N2CCc3c([nH]c4ccccc34)[C@@]2(C)C1=O)c1ccccc1 (some centres undefined)	?	-1	5%	6	?	-6%	2%
O=C(NC1CCCCCC1)c1c(O)nc2sccn2c1=O	-6%	.	1%	.	6.6µM*	.	4.7µM*
CNC(=S)Nc1cccc2[nH]ncc12	-7%	1	.	-3	6%	1%	22%
N#CC1(NC(=O)Cn2ncc(Cl)c(Cl)c2=O)CCCCC1	2%	.	3%	.	3%	.	4%
COC(=O)COc1ccc(S(=O)(=O)N2CCc3ccccc3C2)cc1C	-2%	-4	2%	-9	.	0%	-21%
COc1ccc(N2CC(C(=O)NC3CC(C)(C)NC(C)(C)C3)CC2=O)cc1 (centres undefined)	-3%	-1	0%	-17	.	-1%	57%[activator]
CC(C)CCn1c(N)c(C(=O)OCC2CCCO2)c2nc3ccccc3nc21 (centres undefined)	5%	1	-5%	24	?	3%	?
CCOc1ccc(C(=O)Nc2cc(OC)ccc2OC)cc1	-3%	-4	-4%	26	32%[activator]	-11%	54%[activator]
CCCN1C(=O)/C(=C/c2ccncc2)SC1=S	-19%	-5	-4%	7	5%	1%	114%[activator]
O=C(CCCCCBr)N1CCC(CC2CC(c3cccc(Br)c3)=NO2)(C(=O)NCC2CCCCC2)CC1 (centres undefined)	-13%	3	0%	9	?	7%	5.2µM*
Cc1oc2c(C)c(O)ccc2c(=O)c1-c1nncn1-c1ccccc1	-1%	-5	1%	4	-27%	1%	?
COC(=O)c1sc(Nc2ccccc2)nc1C	1%	35*	-7%	104*	154%[activator]	-2%	-21%
O=C(Nc1ccccc1[N+](=O)[O-])c1ccc(S(=O)(=O)N2CCCC2)cc1	-5%	2	-3%	18	-9%	5%	-2%
CCOc1ccccc1N1CC(C(=O)NCCc2ccc(S(N)(=O)=O)cc2)CC1=O (centres undefined)	2%	9	6%	18	.	-2%	-30%
Cc1nc2oc3ccc(Cl)cc3c(=O)c2cc1C(=O)O	0%	-3	-27%	-3	52%[activator]	-22%	61%[activator]
Cc1ccc(NC(=O)c2cn(CCC#N)nc2-c2cccs2)c([N+](=O)[O-])c1	3%[2.32 µM]	4	-5%	1	20%	0%	-29%
Cc1sc2nc(SCC(=O)N3CCN(CCO)CC3)n(-c3ccccc3)c(=O)c2c1C	-3%	4	12%	-8	-24%	3%	.
COc1cc(C(=O)N(CCc2ccccc2)C2=CC3CCC(C2)N3C)cc(OC)c1OC (centres undefined)	7%	-4	-1%	15	?	13%	-11%
Nc1ccc(N2CCCCC2)c2nonc12	2%	-2	?	26	?	-8%	-37%
CCN(CC)C(=O)c1ccc(NC(=O)c2sccc2-c2ccccc2)cc1	-13%	0	1%	-4	-13%	-5%	3%
CC(=O)Nc1ccc(NC(=O)COC(=O)c2cc(S(=O)(=O)N(C)C)ccc2N2CCCC2)cc1	0%	.	-2%	.	-13%	.	3%
C[C@@H]1CC2C3CCC4=CC(=O)C=C[C@]4(C)[C@@]3(F)[C@@H](O)C[C@]2(C)[C@@]1(O)C(=O)COC(=O)c1cccc(S(=O)(=O)O)c1 (some centres undefined)	.	.	0%	.	-2%	.	1%
CCN(c1ccccc1)S(=O)(=O)c1ccc(OC)c(NC(=O)COc2ccc(C(C)=O)cc2)c1	-6%	.	1%	.	20%	.	-16%
C/C(=N\NC(=O)c1cc(-c2ccco2)nc2ccccc12)c1cccnc1	91%[activator]	4	-1%	16	?	9%	?
CN(CCO)c1ncnc2nc[nH]c12	2%	-1	1%	18	0%	4%	7%
COC(=O)c1ccc(-n2cc(-c3ccc(OC)cc3)[nH]c2=S)cc1	0%	7	-38%	51	?	-7%	?
CCc1c(C(=O)NNC(=S)NCc2ccccc2)csc1C	69%[activator]	6	-3%	-4	7%	5%	34%[activator]
COC(=O)c1cnn(-c2nc3c(C)cccc3s2)c1C	2%	1	-7%	-13	-4%	1%	.
NC(=O)N/N=C/c1ccccc1OCc1cccc2ccccc12	11%	-1	5%	-6	18%	-2%	13µM*
CCC(=O)Nc1ccc(C(=O)NNC(=O)c2cc(OC)c(OC)c(OC)c2)cc1	9%	-1	9%	2	23%	8%	.
CCC(C)(C)C1CCC2(CC1)NC(=O)N(CC(=O)N(C)Cc1ccc3c(c1)OCCO3)C2=O (centres undefined)	-3%	.	-8%	.	?	.	-88%
O=C(N/N=C/c1ccc(OC(F)F)cc1)c1cc[n+]([O-])cc1	-1%	-2	0%	-7	12%	-9%	24%
CC(=O)Nc1ccc(S(=O)(=O)N2CCN(c3ccc(C)c(Cl)c3)CC2)cc1	13%	-1	-8%	-8	.	-1%	15%
O=C(Cn1ccc([N+](=O)[O-])n1)NCCc1c[nH]c2ccccc12	-1%	58*	1%	92*	-1%	13%	-24%
CC(C)CN1C(=O)c2ccc(C(=O)NCc3ccccn3)cc2C1=O	0%	-3	1%	0	0%	-5%	43%[activator]
Cc1ccccc1OCC(=O)Nc1ccc([N+](=O)[O-])cc1	-2%	-3	-26%	.	-21%	1%	?
COc1cc(SC)ccc1C(=O)Nc1ccncc1	-8%	33*	-2%	50	-12%	3%	-17%
Cc1ccc(C)c(OCc2ccc(C(=O)NN)o2)c1	34%[activator]	11	12%	10	?	2%	-24%
CCOCCCNC(=O)c1cn(CC)c2ccc(S(=O)(=O)N(C)C3CCCCC3)cc2c1=O	-10%	-3	0%	-9	9.3µM*	0%	?
(list continues)
SMILES	AMA1-RON2 inh	CHX counter	Tb PYK inh	Shiga toxin inh	Pf growth 48h	LmPK inh	Pf growth 96h
CC(=O)c1ccc(NC2CC(O)C(O)CO2)cc1 (centres undefined)	-14%	1	3%	-13	-18%	-7%	13%
O=c1[nH]c2ccccc2nc1/C=C/c1ccc(F)cc1	-8%	37*	-7%	73*	255%[activator]	-17%	66%[activator][5.75 µM]
COc1ccc(CNC(=S)NCc2ccc(F)cc2)cc1OC	1%	6	-2%	-13	?	8%	-26%
CCn1c(C)nc2cc(C(=O)N/N=C/c3ccccc3C)ccc21	24%	41*	1%	133*	-5%	-2%	?
COc1ccc(/C=N/NC(=O)Cn2cnc3c2c(=O)n(C)c(=O)n3C)c(OC)c1OC	1%	-2	4%	-20	10%	-1%	21%
Cc1ccc(S(=O)(=O)NNC(=O)Cc2cccn2C)cc1	-1%	-1	0%	-2	49%[activator]	-3%	19%
O=C(CCN1C(=O)c2ccc([N+](=O)[O-])cc2C1=O)Nc1nccs1	0%	-2	4%	-2	1%	-1%	15%
CC(C)Cc1nnc(NC(=O)Cc2ccccc2[N+](=O)[O-])s1	11%	11	-13%	7	-20%	-3%	?
CCCCn1c(SCC(=O)N2CCc3ccccc32)nnc1-c1ccncc1	0%	-7	-9%	12	-11%	4%	?
Cc1ccc(NC(=O)CCCSc2ccccc2)cc1S(=O)(=O)N1CCOCC1	21%	11	-15%	-2	?	5%	?
CN1CCCC(C(=O)C(C#N)c2ccccc2)C1 (centres undefined)	0%	-2	-4%	-5	7%	-6%	146%[activator]
COc1cc(NC(=O)c2ccccc2)ccc1NC(=O)c1cc2ccccc2o1	-3%	3	-6%&-4%	1	.	-2%	37%[activator]
NC(=O)c1cc2c(s1)-c1cc(Cl)ccc1SC2	-8%	20*	-4%	51	39%[activator]	2%	62%[activator]
Cc1ccc2[nH]c(=O)c(CN(CCO)Cc3nnnn3CCc3ccccc3)cc2c1	-3%	-2	0%	-2	8%	1%	8.3µM*

One compound at a time (already shown). Order of values: AMA1-RON2 inh, CHX counter, Tb PYK inh, Shiga toxin inh, Pf growth 48h, LmPK inh, Pf growth 96h
CCN(c1ccccc1)S(=O)(=O)c1ccc(OC)c(NC(=O)COc2ccc(C(C)=O)cc2)c1 as listed: -6%, ., 1%, ., 20%, ., -16%
CCOc1ccc(C(=O)Nc2cc(OC)ccc2OC)cc1 as listed: -3%, -4, -4%, 26, 32%[activator], -11%, 54%[activator]
CCC(=O)c1ccc(N2CCN(C(=O)c3cccs3)CC2)c(F)c1 as listed: 7%, 21*, 0%, 22, -4%, -1%, ?
COc1ccc(CNC(=S)NCc2ccc(F)cc2)cc1OC as listed: 1%, 6, -2%, -13, ?, 8%, -26%
